# HePTP inhibitor: inhibitors of human HePTP phosphatase, primary screen, biochemical, absorbance, leukemia target; Tyrosine-protein phosphatase non-receptor type 7 (Homo sapiens), P35236; recombinant HePTP phosphatase activity, OD absorbance; inhibition, % at 20 µM; hit rate 0.64% among 110,000; AID 521, 2006; in the data active = inhibition above about 50%;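 also: plate controls were vehicle for no effect and reference inhibitor for full effect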
# Target sequence (P35236 whole entry, looked up): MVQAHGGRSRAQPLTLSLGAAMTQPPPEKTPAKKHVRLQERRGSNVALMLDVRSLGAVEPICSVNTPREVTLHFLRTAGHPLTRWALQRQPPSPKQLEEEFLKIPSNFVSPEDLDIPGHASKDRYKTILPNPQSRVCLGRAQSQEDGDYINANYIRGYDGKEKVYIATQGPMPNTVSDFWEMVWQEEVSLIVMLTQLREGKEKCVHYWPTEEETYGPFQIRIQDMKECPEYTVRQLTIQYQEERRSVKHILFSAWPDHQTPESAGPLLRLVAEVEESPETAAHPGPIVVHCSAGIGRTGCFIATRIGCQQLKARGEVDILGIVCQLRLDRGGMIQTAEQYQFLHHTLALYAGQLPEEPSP
# BAP1 inh: inhibitors of BAP1 deubiquitinase, primary screen, biochemical, Ub-AMC fluorescence, kinetic; Ubiquitin carboxyl-terminal hydrolase BAP1 (Homo sapiens), Q92560; AID 436, 2006; activity remaining (% of control), % at 20 µM; recombinant BAP1, Ub-AMC hydrolysis fluorescence kinetic; active compounds read low; hit rate 0.48% among 72,000;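 active = activity remaining at or below 50% of control, provided the compound also passes the data quality filters; inactive = the rest, including low values that fail the filters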;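 also: 100% = DMSO wells rate and 0% = substrate alone blank rate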
# * marks the source's active call; other numbers are inactive results; x = not tested or not shown; & = joins results of further samples; ! = repeats disagree.
1	COc1c(Cl)ccc(Cl)c1C(=O)Nc1c(C)cccc1C(C)C
2	COc1ccc(NC(=O)c2ccc(Br)o2)cc1Cl
3	O=C(Nc1cccc2ccccc12)c1sc2cccc(Cl)c2c1Cl
4	Cc1ccc(C(=O)Nc2ccc(Cl)cc2)cc1[N+](=O)[O-]
5	CCc1ccc(NC(=O)CCCOc2ccccc2)cc1
6	C/C(=N/OCc1nc2c3c4c(sc3ncn2n1)CCCC4)c1ccc(C)cc1
7	COc1ccc(Cn2nnnc2C(c2cccs2)N2CCOCC2)cc1 (stereo not drawn)
8	CCOC(=O)Cn1nnc(-c2ccc(OCC(C)C)cc2)n1
Assay by compound,1,2,3,4,5,6,7,8
BAP1 inh,x,128,111,x,x,x,96,97
HePTP inhibitor,-3,9,x,-5,9,-3,-8,-4

9	COc1ccc(C2=Nn3c(nnc3-c3cccnc3)SC2)cc1
10	O=c1oc(-c2cccs2)nc2cc(Cl)ccc12
11	O=C(O)c1ccccc1C(=O)c1ccc(Cl)c(N2C(=O)C=CC2=O)c1
12	C=CCn1c(SCC(=O)O)nnc1-c1ccc(C(C)(C)C)cc1
13	C=CCn1c(NCCO)nc2sc3c(c2c1=O)CCC3
14	Nc1nnc(-c2cc3ccccc3oc2=O)s1
15	COc1ccc(C2C(C(=O)c3cccs3)=C(O)C(=O)N2c2nncs2)cc1 (stereo not drawn)
16	C=CCn1c(NC(=O)c2ccc(C)cc2)c(C#N)sc1=N
Assay by compound,9,10,11,12,13,14,15,16
BAP1 inh,92,x,x,108,87,x,x,98
HePTP inhibitor,3,-16,11,5,2&5,10,4&4,4

17	CSc1nsc(SC)c1NC(=O)OCc1ccccc1
18	CCOc1ccc(/C=N/NC(=O)C(=O)NCc2cccnc2)cc1
19	c1ccc(CSc2nnc(-c3ccncc3)o2)cc1
20	CSC1=C(C#N)C(c2cccc(Br)c2)CC(=O)N1 (stereo not drawn)
21	C/C(O)=c1/ccc2cccc3nc(C)nc1c23
22	CCOC(=O)C1=C(c2ccccc2)OC(N)=C(C#N)C1C(C)C (stereo not drawn)
23	O=C(Nc1nncs1)c1ccc(N2C(=O)C3C4C=CC(C4)C3C2=O)cc1 (stereo not drawn)
24	CSc1ccc(/C=C(/NC(=O)c2ccc(C)cc2)c2nc3ccccc3[nH]2)cc1
Assay by compound,17,18,19,20,21,22,23,24
BAP1 inh,102,x,102,98,85,112,99,x
HePTP inhibitor,4&0,-5,3,11,11,-3,2,-20

25	Cc1cccc(Cc2nnc(NC(=O)c3cccc(S(=O)(=O)N4CCOCC4)c3)s2)c1
26	C=C(C)COc1ccc2cc(-c3nc4ccccc4s3)c(=O)oc2c1
27	Cc1c(C(=O)CN2CCOCC2)[nH]c2ccccc12
28	CCCS(=O)(=O)c1c(S(=O)(=O)CCC)c2c3ccccc3ccn2c1C(N)=O
29	O=C(CN(Cc1ccccc1)S(=O)(=O)c1ccccc1)Nc1ccc(Cl)cc1Cl
30	N#C/C(=C(/O)CN1CCOCC1)c1nc2ccccc2s1
31	COc1ccc(NC(=O)C2CCCN2c2ccc(OC)c(OC)c2)cc1OC (stereo not drawn)
32	CC(C)OC(=O)CN1C(=O)C(C)(C)Oc2ccc(C(=O)NC3CC3)cc21
Assay by compound,25,26,27,28,29,30,31,32
BAP1 inh,93,x,95,96,x,80,x,101
HePTP inhibitor,11,4,2,6&3,6,-12,0,-1

33	COCC(=O)N(Cc1ccc(OC)cc1)Cc1nc2ccccc2c(=O)[nH]1
34	O=C(CSc1nc(O)c(Cc2ccccc2F)c(=O)[nH]1)N1CCCCCC1
35	O=C(CSc1nc(N2CCCCC2)nc(N2CCCCC2)n1)c1ccccc1
36	C=CCOc1c(Br)cc(C2C(C(=O)OC)=C(C)NC3=C2C(=O)c2ccccc23)cc1OC (stereo not drawn)
37	CC(C)NC[C@H](O)COc1cccc2[nH]ccc12
38	COc1cc2cc(CN(CCO)S(=O)(=O)c3ccccc3Cl)c(=O)[nH]c2cc1OC
39	COc1ccc(NC(=O)N(Cc2ccc(C)cc2)Cc2ccccn2)c(OC)c1
40	COc1ccc(-n2nc3cc(C)c(NC(=O)c4ccccc4Cl)cc3n2)cc1
Assay by compound,33,34,35,36,37,38,39,40
BAP1 inh,99,82,x,x,99&92,x,96,305
HePTP inhibitor,14,4,4,-14,x,4,-4,x

41	CCOC(=O)CSc1nnc(Cn2nnc(-c3ccccc3)n2)n1C
42	CCOc1ccc(NC(=O)CN(c2ccc(C)c(Cl)c2)S(C)(=O)=O)cc1
43	Cc1cccc(C)c1OCCCCN1CCOCC1
44	Cc1nnc(SCc2ccc(Cl)cc2)n1CC1CCCO1 (stereo not drawn)
45	COc1cc2c(cc1NCc1ccccn1)oc1ccccc12
46	C=CCNC(=O)Nc1ccc2nc(-c3ccccc3)c(-c3ccccc3)nc2c1
47	Oc1ccc(CN2CCCCC2)nc1-c1ccccc1
48	CCC1=C(C(=O)OC)C(c2cc(OC)ccc2OC)C(C#N)=C(N)O1 (stereo not drawn)
Assay by compound,41,42,43,44,45,46,47,48
BAP1 inh,81,x,x,104,136,x,x,108
HePTP inhibitor,9,-13,9,1,-1,-1,5,8

49	Cc1nn(-c2ccccn2)c2c1-c1nc(N)ncc1CC2
50	CCOc1ccc(NC(=O)CN(Cc2ccccc2)S(=O)(=O)c2ccccc2)cc1
51	O=C(Nc1cn(-c2ccccc2)nc1-c1cccs1)c1ccco1
52	CN(C)CCCNC(=O)CC(c1ccccc1)c1ccccc1O (stereo not drawn)
53	CN(C)c1ccc(-c2c3cc(O)c(=O)cc-3oc3cc(O)c(O)cc23)cc1
54	COC(=O)NCc1ccc(Cl)c(Cl)c1
55	Nc1ncnc2c1[nH]c(=S)n2[C@@H]1O[C@H](CO)[C@H](O)C1O (stereo partly drawn)
56	COc1ccc(NC(=O)c2ccccc2NS(C)(=O)=O)cc1OC
Assay by compound,49,50,51,52,53,54,55,56
BAP1 inh,x,x,100,98,x,93,x,52
HePTP inhibitor,4,-5,-6,7,103*,-1,-5,7

57	CCC1c2ccc(C)n2CCN1C(=O)Nc1ccc(F)cc1 (stereo not drawn)
58	CSc1nc2c(cnn2-c2ccc(C)c(C)c2)c(=O)[nH]1
59	O=C(Cc1ccccc1)NC1(Cc2ccc(O)cc2)CCCCC1
60	c1ccc2c(c1)[nH]c1c(NCC3CCCO3)ncnc12 (stereo not drawn)
61	COc1c(Cl)cc(C(=O)N2CCN(c3ccc([N+](=O)[O-])c(NC4CC4)c3)CC2)cc1Cl
62	CCCCNC(=O)c1cc2c(-c3ccc(Cl)cc3)nn(C)c2s1
63	O=C(NO)c1ccc(OC(F)F)cc1
64	COc1cc(OC)c(C2N(c3cc(C)on3)C(=O)C3CCCN32)cc1OC (stereo not drawn)
Assay by compound,57,58,59,60,61,62,63,64
BAP1 inh,62,48*,x,x,x,35*,101,89
HePTP inhibitor,10,4,2,4,-10,6,10,-2

65	Cc1ccc(OCC(=O)OC2CCS(=O)(=O)C2)cc1 (stereo not drawn)
66	CCN(CC)S(=O)(=O)c1ccc2c(c1)c(C(=O)O)cn2C
67	CC(Sc1nc(-c2ccccc2)cc(C(F)(F)F)n1)C(=O)N1CCC(C(N)=O)CC1 (stereo not drawn)
68	Cc1c(-n2c(O)c(C3=c4cc([N+](=O)[O-])ccc4=NC3=O)sc2=S)c(=O)n(-c2ccccc2)n1C
69	Oc1ccc(Br)cc1CN1CCN(Cc2ccccc2C(F)(F)F)CC1
70	CC1(C)OC2OC(C(=O)Nc3ccccc3)C3OC(C)(C)OC3C2O1 (stereo not drawn)
71	N#CCCn1nnc(-c2ccccc2F)n1
72	C=CCOc1ccc(/C(O)=C2\C(=O)C(=O)N(CCCOC)C2c2ccc(O)c(OC)c2)cc1 (stereo not drawn)
Assay by compound,65,66,67,68,69,70,71,72
BAP1 inh,59,72,138,x,x,x,x,69
HePTP inhibitor,-4,8,7,-3,-13,-15,2,6

# A different layout for some results above:
# Value order: BAP1 inh | HePTP inhibitor
53: CN(C)c1ccc(-c2c3cc(O)c(=O)cc-3oc3cc(O)c(O)cc23)cc1
 : x | 103*
54: COC(=O)NCc1ccc(Cl)c(Cl)c1
 : 93 | -1
55: Nc1ncnc2c1[nH]c(=S)n2[C@@H]1O[C@H](CO)[C@H](O)C1O (stereo partly drawn)
 : x | -5
56: COc1ccc(NC(=O)c2ccccc2NS(C)(=O)=O)cc1OC
 : 52 | 7
57: CCC1c2ccc(C)n2CCN1C(=O)Nc1ccc(F)cc1 (stereo not drawn)
 : 62 | 10
58: CSc1nc2c(cnn2-c2ccc(C)c(C)c2)c(=O)[nH]1
 : 48* | 4
59: O=C(Cc1ccccc1)NC1(Cc2ccc(O)cc2)CCCCC1
 : x | 2
60: c1ccc2c(c1)[nH]c1c(NCC3CCCO3)ncnc12 (stereo not drawn)
 : x | 4
61: COc1c(Cl)cc(C(=O)N2CCN(c3ccc([N+](=O)[O-])c(NC4CC4)c3)CC2)cc1Cl
 : x | -10
62: CCCCNC(=O)c1cc2c(-c3ccc(Cl)cc3)nn(C)c2s1
 : 35* | 6
63: O=C(NO)c1ccc(OC(F)F)cc1
 : 101 | 10
64: COc1cc(OC)c(C2N(c3cc(C)on3)C(=O)C3CCCN32)cc1OC (stereo not drawn)
 : 89 | -2
65: Cc1ccc(OCC(=O)OC2CCS(=O)(=O)C2)cc1 (stereo not drawn)
 : 59 | -4
66: CCN(CC)S(=O)(=O)c1ccc2c(c1)c(C(=O)O)cn2C
 : 72 | 8
67: CC(Sc1nc(-c2ccccc2)cc(C(F)(F)F)n1)C(=O)N1CCC(C(N)=O)CC1 (stereo not drawn)
 : 138 | 7
68: Cc1c(-n2c(O)c(C3=c4cc([N+](=O)[O-])ccc4=NC3=O)sc2=S)c(=O)n(-c2ccccc2)n1C
 : x | -3
69: Oc1ccc(Br)cc1CN1CCN(Cc2ccccc2C(F)(F)F)CC1
 : x | -13
70: CC1(C)OC2OC(C(=O)Nc3ccccc3)C3OC(C)(C)OC3C2O1 (stereo not drawn)
 : x | -15
71: N#CCCn1nnc(-c2ccccc2F)n1
 : x | 2
72: C=CCOc1ccc(/C(O)=C2\C(=O)C(=O)N(CCCOC)C2c2ccc(O)c(OC)c2)cc1 (stereo not drawn)
 : 69 | 6

# More results:
73	CCOc1ccc(NC(=O)CN(c2cc(OC)ccc2OC)S(C)(=O)=O)cc1
74	Cc1c(C(=O)NCC2CCCO2)oc2ccc(S(=O)(=O)N3CC(C)CC(C)C3)cc12 (stereo not drawn)
75	O=C(Cn1ncc2c1-c1ccccc1OC2)N1CCc2ccccc21
76	Cc1c(C#N)c(N)c(C(=O)c2ccc(Br)cc2)n1-c1ccc(Br)cc1
77	Cc1ccccc1NC(=O)CSc1ncccn1
78	O=C1CC(NCCc2ccccc2)C(=O)N1c1ccc(F)cc1 (stereo not drawn)
79	Cc1ccc(C(=O)N2CCN(Cc3ccccc3)CC2)cc1
80	O=C(COc1ccc2ccccc2c1)N1CCN(c2ccccc2)CC1
Assay by compound,73,74,75,76,77,78,79,80
BAP1 inh,x,84,94,x,x,x,x,x
HePTP inhibitor,10,7,13,10,-13,6,4,2

81	CCOC(=O)CC(=O)CSC1=C(C#N)C(c2ccccc2OC)CC(=O)N1 (stereo not drawn)
82	CCOC(=O)N1CCN(C(=O)c2nn(-c3ccc(C)cc3)c(=O)c3c2c2ccccc2n3C)CC1
83	CC1CC(NC(=O)c2cnc3n(c2=O)CCS3)CC(C)(C)C1 (stereo not drawn)
84	CCCS(=O)(=O)N1CCCC(C(=O)NCCN2CCCCC2C)C1 (stereo not drawn)
85	Cc1ccc(Cn2ccc(NC(=O)c3noc4c3CCCCC4)n2)cc1
86	C=CCOc1ccc(C2Oc3ccccc3C3CC(c4ccccc4)=NN32)cc1 (stereo not drawn)
87	O=C(Nc1nnc(COc2ccc([N+](=O)[O-])cc2)s1)c1ccccc1I
88	O=C(c1ccc(Cl)cc1Cl)N1CCN(c2ccc(Cl)cc2)CC1
Assay by compound,81,82,83,84,85,86,87,88
BAP1 inh,108,101,92,101,110,70,51,x
HePTP inhibitor,-3,3,18,3,7,x,x,-22

89	CCCCC(=O)Nc1ccc(C(=O)NCc2ccncc2)cc1
90	CCC(=O)Nc1nc(C)cc(SCC(=O)OC)n1
91	CC(C)Oc1ccc(C(=O)NCc2cccnc2)cc1
92	COc1ccc(Nc2ncnc3[nH]ncc23)cc1
93	COc1ccccc1C(=O)Nc1ccc(C(=O)O)cc1
94	Cc1cccc(C)c1NC(=O)CS(=O)CC(=O)NC1CCCc2ccccc21 (stereo not drawn)
95	CCOC(=O)c1c(NC(=O)c2cccc(F)c2)sc(C(=O)Nc2ccccc2OCC)c1C
96	COc1ccc(CCNC(=O)CCn2c(=O)oc3ccccc32)cc1OC
97	C(=N\n1cnnc1)/c1ccc2ncccc2c1
Assay by compound,89,90,91,92,93,94,95,96,97
BAP1 inh,76,96,119,x,88,85,x,92,107
HePTP inhibitor,-2,7,104*!,10,8,7,4,4,2

# High-throughput results from PubChem BioAssay.
